Bioassay records as filed in PubChem.
Diaph inh CS – inhibits diaphorase or chemically oxidizes, flagging diaphorase assay artifacts; diaphorase resazurin-to-resorufin fluorescence, NADH, 16 min; bacterial (C. kluyveri) enzyme, not human; inhibition, % at 20 µM; hit rate 0.69% among 190,000; AID 1217;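 active means primary screen inhibition at 20 µM above a set limit, cut at about 50% in these data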;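 further: plate controls were DMSO with full reaction for no effect and wells lacking NADH for full effect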
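System: Bacterial diaphorase enzyme (C. kluyveri) | Incubation: 16-min room-temperature incubation before reading | Benchmarks: No-NADH positive control and DMSO neutral control | Measured by: Resorufin fluorescence 544/590 nm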
PMI activator – phosphomannose isomerase (human) activation | purified human PMI, coupled resazurin fluorescence, 20 min; active compounds read high; 1 = vehicle control, 0 substrate-free wells | activation factor at 20 µM | hit rate 0.005% among 190,000 | AID 1214;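 active means activation factor of 2 or more at 20 µM, relative to plate controls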
Target sequence (P34949 whole entry, looked up): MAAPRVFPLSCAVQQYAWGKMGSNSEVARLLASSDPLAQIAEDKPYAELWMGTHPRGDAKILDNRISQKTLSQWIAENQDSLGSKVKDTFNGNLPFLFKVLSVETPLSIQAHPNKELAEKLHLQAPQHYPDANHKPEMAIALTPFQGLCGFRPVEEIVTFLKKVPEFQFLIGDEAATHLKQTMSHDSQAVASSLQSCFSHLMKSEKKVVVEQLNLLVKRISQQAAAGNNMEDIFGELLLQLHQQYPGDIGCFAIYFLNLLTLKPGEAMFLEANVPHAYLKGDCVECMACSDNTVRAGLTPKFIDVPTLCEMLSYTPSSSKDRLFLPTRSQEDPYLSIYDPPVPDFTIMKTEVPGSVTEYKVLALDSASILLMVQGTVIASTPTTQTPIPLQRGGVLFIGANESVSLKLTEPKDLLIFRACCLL
Diaphorase act – counter-screen for diaphorase-based assays: diaphorase activators and chemical reducers; Diaphorase/resazurin coupled assay, resorufin fluorescence, 16 min; active compounds read high; 1 = vehicle wells, 0 = NADH-free wells; activation factor at 20 µM; hit rate 0.005% among 190,000;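 active means diaphorase activity raised at least twofold by the compound at 20 µM; inactive means activation factor below 2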
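Material: purified diaphorase enzyme from Clostridium kluyveri; Also added: 0.114 mM NADH and 0.1 mM resazurin, final amounts; Doses: single compound dose of 20 µM, 1% DMSO final; Times: 16 min enzyme reaction, ambient temperature; Detection: resorufin fluorescence, excitation 544 nm, emission 590 nm; Measure: increased resorufin signal from activators or reducing compounds.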
Efa HMGR inh – E. faecalis class II HMG-CoA reductase inhibition | purified E. faecalis HMGR, NADPH absorbance 340 nm kinetic | inhibition, % at 10 µM | hit rate 0.41% among 190,000;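 active means inhibition above a set limit, the median over all tested compounds plus 3 SD, cut at about 9.5% in these data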;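 further: enzyme runs in reverse so mevalonate oxidation gives rising NADPH absorbance; 0% = complete reaction with DMSO and 100% = background rate lacking mevalonate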
G6PDH counter – inhibits Leuconostoc G6PDH, flagging false hits in G6PDH-based assays; Purified L. mesenteroides G6PDH, diaphorase/resazurin coupled fluorescence, 45 min; inhibition, % at 5 µM; hit rate 0.12% among 200,000; AID 1020; in the data active means inhibition above about 50%
PMI act hi M6P – activators of human phosphomannose isomerase at near-saturating mannose 6-phosphate; activation factor at 20 µM; hit rate 0.34% among 190,000; coupled PMI enzyme assay, resazurin fluorescence, 20 min; active compounds read high; 1 = untreated enzyme, 0 = substrate-free blank; AID 1216;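 active means activation factor of 2 or more at 20 µM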
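Technique: Diaphorase-driven resazurin-to-resorufin fluorescence, excitation 544, emission 590 nm | Assay system: Human PMI in coupled enzyme assay | Times: Enzyme reaction with compound 20 min at room temperature | Medium: HEPES-buffered pH 7.4 with magnesium and detergent | Reagent: Mannose-6-phosphate 1.0 mM (near-saturating) plus 0.22 mM NADP+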
TNAP inh no acc – inhibitors of human TNAP without phosphate acceptor; P05186; purified TNAP, CDP-star luminescence, 30 min; inhibition, % at 20 µM; hit rate 0.26% among 200,000;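 active means tissue-nonspecific alkaline phosphatase inhibition above about 50% at 20 µM in the single-dose screen, limit read from the data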;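 further: 0% = DMSO negative control and 100% = EDTA positive control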
TNAP inh hiacc – TNAP (human) inhibition, high acceptor. purified TNAP, CDP-star luminescence, 1 M DEA. inhibition, % at 20 µM. hit rate 0.03% among 200,000;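 active means over 50% inhibition of tissue-nonspecific alkaline phosphatase at 20 µM in the single-dose screen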;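 further: plate controls were DMSO wells for no effect and EDTA-quenched wells as full inhibition for full effect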
FLuc act counter – firefly luciferase counter-screen for stimulation assays. 200,000 tested, under 10 active. ATPlite luciferase biochemical, luminescence, 10 min; 0 = ATP-free wells, 1 = DMSO control. activation factor at 10 µM. P08659;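 active means luciferase activation factor, scaled between plate controls, of at least 2 with compound at 10 µM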
Target sequence (P08659 whole entry, looked up): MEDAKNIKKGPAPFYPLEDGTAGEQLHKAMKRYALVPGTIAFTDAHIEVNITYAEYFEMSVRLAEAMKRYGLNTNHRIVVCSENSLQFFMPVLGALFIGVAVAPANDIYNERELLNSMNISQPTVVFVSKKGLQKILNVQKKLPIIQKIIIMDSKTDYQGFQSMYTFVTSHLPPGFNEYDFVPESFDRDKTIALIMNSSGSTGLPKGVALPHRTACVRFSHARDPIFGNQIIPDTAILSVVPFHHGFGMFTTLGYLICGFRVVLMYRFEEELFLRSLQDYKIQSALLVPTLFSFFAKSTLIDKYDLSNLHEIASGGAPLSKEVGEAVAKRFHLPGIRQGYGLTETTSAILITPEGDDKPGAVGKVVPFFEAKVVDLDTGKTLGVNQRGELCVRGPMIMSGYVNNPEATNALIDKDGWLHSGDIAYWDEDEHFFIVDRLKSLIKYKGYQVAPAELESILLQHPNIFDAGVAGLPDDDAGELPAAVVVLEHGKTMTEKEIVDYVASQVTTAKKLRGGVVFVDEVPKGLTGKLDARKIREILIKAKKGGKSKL
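Material: Luciferase/luciferin reagent mix | Doses: Test compounds dosed from 2 mM stocks in 100% DMSO | Timing: 10 min incubation after luciferase reagent addition, room temperature | Measured by: Luminescence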
TNAP act hi DEA – activators of human TNAP at high phosphate acceptor concentration; P05186; purified TNAP, CDP-star luminescence, 1 M DEA, 30 min; active compounds read high; 0 = EDTA background, 1 = DMSO-only activity; 200,000 tested, under 10 active; activation factor at 20 µM;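 active means activation factor at least 2 at 20 µM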
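Assay system: human TNAP; Input: enzyme diluted 1/800 final; Reagent: CDP-star luminogenic substrate at 100 µM final; Timing: 30 min, room temperature; Signal: luminescence; Evaluation: TNAP activation factor scaled between EDTA and DMSO control wells.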
The depositor's hits bear a star.

How did Cc1nc2ccc(NC(=O)N3CCCCC3)cc2s1 do in these assays?
Diaph inh CS: 9; PMI activator: 0.9; Diaphorase act: 0.9; Efa HMGR inh: -7; G6PDH counter: -2; PMI act hi M6P: 1; TNAP inh no acc: -15; TNAP inh hiacc: -5; FLuc act counter: 1; TNAP act hi DEA: 1

What do the screens show for `O=C(CCc1nc2ccccc2[nH]1)N1CCc2ccccc2C1`?
Diaph inh CS: -2; PMI activator: 1.1; Diaphorase act: 1; Efa HMGR inh: 4; G6PDH counter: 14; PMI act hi M6P: 0.9; TNAP inh no acc: -6; TNAP inh hiacc: -8; FLuc act counter: 1.1; TNAP act hi DEA: 1.1

What do the screens show for `C=CCN1CCN(C(c2ccccc2)c2nnnn2CCC(C)C)CC1` (stereo unspecified)?
Diaph inh CS: 12; PMI activator: 1.1; Diaphorase act: 0.9; Efa HMGR inh: 0; G6PDH counter: -2; PMI act hi M6P: 1.1; TNAP inh no acc: -8; TNAP inh hiacc: -5; FLuc act counter: 1; TNAP act hi DEA: 1

What do the screens show for `COC(=O)C1C(O)=C(C=NCC(C)N=CC2=C(O)C(C(=O)OC)C(C)(C)CC2=O)C(=O)CC1(C)C` (stereo unspecified)?
Diaph inh CS: 14; PMI activator: 1; Diaphorase act: 0.9; Efa HMGR inh: -14; G6PDH counter: -2; PMI act hi M6P: 1; TNAP inh no acc: -11; TNAP inh hiacc: -5; FLuc act counter: 1.1; TNAP act hi DEA: 1

What do the screens show for `Cn1c(N2CCN(C(=O)Nc3ccc(F)cc3)CC2)nc2ccccc21`?
Diaph inh CS: -12; PMI activator: 1.1; Diaphorase act: 1.1; Efa HMGR inh: -4; G6PDH counter: 2; PMI act hi M6P: 1.1; TNAP inh no acc: -12; TNAP inh hiacc: -3; FLuc act counter: 1; TNAP act hi DEA: 1

Results for Cc1ccc(OCC(=O)Nc2ccc(S(=O)(=O)Nc3ccccn3)cc2)cc1 ?
Diaph inh CS: 3; PMI activator: 1.1; Diaphorase act: 1; Efa HMGR inh: -2; G6PDH counter: -3; PMI act hi M6P: 1; TNAP inh no acc: -12; TNAP inh hiacc: -2; FLuc act counter: 1; TNAP act hi DEA: 1

How did Cc1cc(S(=O)(=O)N(C)CCc2ccccc2)ccc1-n1cnnn1 do in these assays?
Diaph inh CS: 14; PMI activator: 1; Diaphorase act: 0.9; Efa HMGR inh: -11; G6PDH counter: 3; PMI act hi M6P: 1; TNAP inh no acc: -7; TNAP inh hiacc: -3; FLuc act counter: 1.1; TNAP act hi DEA: 1

Results for COc1cc(-c2[nH]ncc2CN(C)Cc2cc(C)[nH]n2)cc(OC)c1OC ?
Diaph inh CS: 2; PMI activator: 0.9; Diaphorase act: 1; Efa HMGR inh: 0; G6PDH counter: -5; PMI act hi M6P: 0.9; TNAP inh no acc: -7; TNAP inh hiacc: 3; FLuc act counter: 1; TNAP act hi DEA: 1

What do the screens show for `COC(=O)c1ccc(CSc2nnc(N)s2)o1`?
Diaph inh CS: -10; PMI activator: 1; Diaphorase act: 1.1; Efa HMGR inh: -8; G6PDH counter: 6; PMI act hi M6P: 1; TNAP inh no acc: -9; TNAP inh hiacc: -3; FLuc act counter: 1; TNAP act hi DEA: 1

What do the screens show for `Cc1ccc(OCC(=O)OCC(=O)Nc2sccc2C(N)=O)cc1C`?
Diaph inh CS: 8; PMI activator: 0.8; Diaphorase act: 0.9; Efa HMGR inh: -2; G6PDH counter: -8; PMI act hi M6P: 1; TNAP inh no acc: -4; TNAP inh hiacc: 2; FLuc act counter: 1; TNAP act hi DEA: 1

The final two compounds of the part above come first, to join the parts.
What do the screens show for `COC(=O)c1ccc(CSc2nnc(N)s2)o1`?
Diaph inh CS: -10; PMI activator: 1; Diaphorase act: 1.1; Efa HMGR inh: -8; G6PDH counter: 6; PMI act hi M6P: 1; TNAP inh no acc: -9; TNAP inh hiacc: -3; FLuc act counter: 1; TNAP act hi DEA: 1

What do the screens show for `Cc1ccc(OCC(=O)OCC(=O)Nc2sccc2C(N)=O)cc1C`?
Diaph inh CS: 8; PMI activator: 0.8; Diaphorase act: 0.9; Efa HMGR inh: -2; G6PDH counter: -8; PMI act hi M6P: 1; TNAP inh no acc: -4; TNAP inh hiacc: 2; FLuc act counter: 1; TNAP act hi DEA: 1

What do the screens show for `CC(=O)NCCc1ccc(S(=O)(=O)Nc2cccnc2)cc1`?
Diaph inh CS: 8; PMI activator: 0.9; Diaphorase act: 0.9; Efa HMGR inh: -8; G6PDH counter: -10; PMI act hi M6P: 0.9; TNAP inh no acc: -3; TNAP inh hiacc: 2; FLuc act counter: 1; TNAP act hi DEA: 1

How did CC(/C=N/NC(=O)Cc1cccn1C)=C\c1ccccc1 do in these assays?
Diaph inh CS: 14; PMI activator: 1.2; Diaphorase act: 0.9; Efa HMGR inh: -3; G6PDH counter: -7; PMI act hi M6P: 1; TNAP inh no acc: -8; TNAP inh hiacc: -6; FLuc act counter: 0.7; TNAP act hi DEA: 1.1

Results for COCc1nnc(SCC(=O)NC(C)c2ccccc2)n1-c1ccccc1 (stereo unspecified) ?
Diaph inh CS: 11; PMI activator: 1; Diaphorase act: 0.9; Efa HMGR inh: -3; G6PDH counter: -8; PMI act hi M6P: 1; TNAP inh no acc: -19; TNAP inh hiacc: 0; FLuc act counter: 1; TNAP act hi DEA: 1

What do the screens show for `O=C(NNS(=O)(=O)c1ccc(Br)cc1)c1ccncc1`?
Diaph inh CS: 9; PMI activator: 1; Diaphorase act: 0.9; Efa HMGR inh: -4; G6PDH counter: 3; PMI act hi M6P: 1; TNAP inh no acc: -10; TNAP inh hiacc: -4; FLuc act counter: 1.1; TNAP act hi DEA: 1

What do the screens show for `COc1ccc(Cc2noc(CN3CCN(c4ccc(Cl)cn4)CC3)n2)cc1OC`?
Diaph inh CS: 3; PMI activator: 1; Diaphorase act: 1; Efa HMGR inh: -11; G6PDH counter: 8; PMI act hi M6P: 1; TNAP inh no acc: -8; TNAP inh hiacc: -1; FLuc act counter: 1; TNAP act hi DEA: 1

Results for CCC(=O)N1C(C(=O)O)CSC1c1ccc(OC)cc1 (stereo unspecified) ?
Diaph inh CS: 14; PMI activator: 1; Diaphorase act: 0.9; Efa HMGR inh: -4; G6PDH counter: 5; PMI act hi M6P: 0.9; TNAP inh no acc: -12; TNAP inh hiacc: 0; FLuc act counter: 1; TNAP act hi DEA: 1

What do the screens show for `CCOc1ccc(S(=O)(=O)N(CC)CC)cc1N`?
Diaph inh CS: 6; PMI activator: 1.1; Diaphorase act: 0.9; Efa HMGR inh: 0; G6PDH counter: 1; PMI act hi M6P: 1; TNAP inh no acc: -14; TNAP inh hiacc: -5; FLuc act counter: 1; TNAP act hi DEA: 1.1

What do the screens show for `CCCN1CCC(=NNc2ccc(S(N)(=O)=O)cc2[N+](=O)[O-])CC1`?
Diaph inh CS: 1; PMI activator: 0.9; Diaphorase act: 1; Efa HMGR inh: -3; G6PDH counter: 0; PMI act hi M6P: 0.9; TNAP inh no acc: 14; TNAP inh hiacc: 14; FLuc act counter: 1; TNAP act hi DEA: 0.9

How did O=c1c2[nH]c3ccccc3c2ncn1CCCn1ccnc1 do in these assays?
Diaph inh CS: 9; PMI activator: 1; Diaphorase act: 0.9; Efa HMGR inh: 5; G6PDH counter: -19; PMI act hi M6P: 1.1; TNAP inh no acc: -6; TNAP inh hiacc: -2; FLuc act counter: 1; TNAP act hi DEA: 1

Results for Cc1ccccc1OCc1nc2ccccc2c(=O)n1NC(=O)c1ccco1 ?
Diaph inh CS: 16; PMI activator: 1; Diaphorase act: 0.8; Efa HMGR inh: -5; G6PDH counter: 9; PMI act hi M6P: 0.8; TNAP inh no acc: -7; TNAP inh hiacc: -6; FLuc act counter: 1.1; TNAP act hi DEA: 1.1

What do the screens show for `O=S(=O)(c1cc(Cl)ccc1Cl)N1CCNCC1`?
Diaph inh CS: 10; PMI activator: 1.1; Diaphorase act: 0.9; Efa HMGR inh: 1; G6PDH counter: 3; PMI act hi M6P: 1; TNAP inh no acc: -12; TNAP inh hiacc: -6; FLuc act counter: 1.1; TNAP act hi DEA: 1.1

Results for CCSc1nnc(-c2ccncc2)n1Cc1ccccc1 ?
Diaph inh CS: 2; PMI activator: 1; Diaphorase act: 1; Efa HMGR inh: 2; G6PDH counter: 4; PMI act hi M6P: 1.1; TNAP inh no acc: -10; TNAP inh hiacc: -1; FLuc act counter: 1.1; TNAP act hi DEA: 1

How did COc1ccc(C2(NC(C)=O)CCN(C(=O)CCC(=O)O)CC2)cc1 do in these assays?
Diaph inh CS: 3; PMI activator: 1.1; Diaphorase act: 1; Efa HMGR inh: 0; G6PDH counter: 10; PMI act hi M6P: 1.1; TNAP inh no acc: -9; TNAP inh hiacc: -4; FLuc act counter: 1; TNAP act hi DEA: 1

What do the screens show for `O=C(Cc1ccccc1F)OCC(=O)N1CCN(C(=O)c2ccco2)CC1`?
Diaph inh CS: 7; PMI activator: 1.1; Diaphorase act: 0.9; Efa HMGR inh: 3; G6PDH counter: 8; PMI act hi M6P: 0.9; TNAP inh no acc: -6; TNAP inh hiacc: -2; FLuc act counter: 1; TNAP act hi DEA: 1

Results for CC(=O)Nc1ccc(C(=O)CSc2nnc(Cn3nnc4ccccc43)n2C)cc1 ?
Diaph inh CS: 15; PMI activator: 1.1; Diaphorase act: 0.8; Efa HMGR inh: -3; G6PDH counter: 13; PMI act hi M6P: 1; TNAP inh no acc: -10; TNAP inh hiacc: -8; FLuc act counter: 1.1; TNAP act hi DEA: 1.1

How did O=C(CSCCc1ccccn1)Nc1ccc(Br)cn1 do in these assays?
Diaph inh CS: 6; PMI activator: 1; Diaphorase act: 0.9; Efa HMGR inh: -5; G6PDH counter: -2; PMI act hi M6P: 1; TNAP inh no acc: -12; TNAP inh hiacc: -6; FLuc act counter: 1; TNAP act hi DEA: 1.1

Molecules listed so far that contain a COOH group (2):
Results for CCC(=O)N1C(C(=O)O)CSC1c1ccc(OC)cc1 (stereo unspecified) ?
Diaph inh CS: 14; PMI activator: 1; Diaphorase act: 0.9; Efa HMGR inh: -4; G6PDH counter: 5; PMI act hi M6P: 0.9; TNAP inh no acc: -12; TNAP inh hiacc: 0; FLuc act counter: 1; TNAP act hi DEA: 1

How did COc1ccc(C2(NC(C)=O)CCN(C(=O)CCC(=O)O)CC2)cc1 do in these assays?
Diaph inh CS: 3; PMI activator: 1.1; Diaphorase act: 1; Efa HMGR inh: 0; G6PDH counter: 10; PMI act hi M6P: 1.1; TNAP inh no acc: -9; TNAP inh hiacc: -4; FLuc act counter: 1; TNAP act hi DEA: 1

Rows are unselected. Share with any hit: about 1.7%.
